Source: PubChem BioAssay
GAA inh = qHTS Assay for Inhibitors of Human alpha-Glucosidase as a Potential Chaperone Treatment of Pompe Disease | purified human GAA, 4-MU-alpha-glucoside fluorescence | Potency, µM (series often up to 76.9 µM), without a hit: top-dose activity change, negative = inhibition, usual class: inhibitors | hit rate 0.005% among 200,000 | AID 1466, 2008;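 also: plate controls were uninhibited enzyme wells for no effect and no-enzyme background for full effect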
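AC50 values come from Hill fits of compound titrations (up to 77 uM) against 4 nM human enzyme. Substrate 4-methylumbelliferyl-alpha-D-pyranoside at 400 uM, pH 5.0 citrate buffer, 20 min room temperature; fluorescence Ex 365/Em 440 after alkaline stop.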
L3MBTL1 inh = qHTS Assay for the Inhibitors of L3MBTL1 | hit rate 0.66% among 230,000 | AlphaScreen L3MBTL1–H3K9me1 peptide binding | Lethal(3)malignant brain tumor-like protein 1 (Homo sapiens), Q9Y468 | Potency, µM (titrated, usually from 57.1 µM), without a hit: at the highest dose activity, negative = inhibition, usual class: inhibitors; also: nearly all actives have a fitted effect of over 60% in size
Target sequence (Q9Y468 whole entry, looked up): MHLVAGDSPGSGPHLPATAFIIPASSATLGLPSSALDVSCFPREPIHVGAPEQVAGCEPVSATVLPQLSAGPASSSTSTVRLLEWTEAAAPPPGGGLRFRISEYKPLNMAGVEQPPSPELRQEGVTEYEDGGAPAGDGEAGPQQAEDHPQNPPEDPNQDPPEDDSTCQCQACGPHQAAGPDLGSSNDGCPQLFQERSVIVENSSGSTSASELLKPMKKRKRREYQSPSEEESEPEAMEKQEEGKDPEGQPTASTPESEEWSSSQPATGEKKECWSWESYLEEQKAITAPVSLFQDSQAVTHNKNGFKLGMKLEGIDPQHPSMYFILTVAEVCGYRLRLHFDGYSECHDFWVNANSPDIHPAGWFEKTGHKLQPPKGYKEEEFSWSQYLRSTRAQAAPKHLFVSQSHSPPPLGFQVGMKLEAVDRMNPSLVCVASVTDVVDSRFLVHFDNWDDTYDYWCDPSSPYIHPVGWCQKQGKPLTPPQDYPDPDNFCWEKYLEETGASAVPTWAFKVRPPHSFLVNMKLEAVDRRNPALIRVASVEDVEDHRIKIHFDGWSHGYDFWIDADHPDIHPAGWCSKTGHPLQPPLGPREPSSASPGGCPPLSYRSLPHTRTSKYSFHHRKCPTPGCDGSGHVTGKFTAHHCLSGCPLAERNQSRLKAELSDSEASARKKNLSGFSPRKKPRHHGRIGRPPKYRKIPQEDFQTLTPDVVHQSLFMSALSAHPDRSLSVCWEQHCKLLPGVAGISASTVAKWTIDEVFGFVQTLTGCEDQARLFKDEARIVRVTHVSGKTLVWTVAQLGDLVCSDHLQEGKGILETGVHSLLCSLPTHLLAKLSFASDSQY
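First, the protein-peptide complex forms for 30 min at room temperature (L3MBTL1 50 nM, biotinylated H3K9me1 peptide 75 nM). Next, compounds are pin-transferred and incubated 30 min. Finally, AlphaScreen beads are added and read after 30 min.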
TRb-SRC2 inh = qHTS for Inhibitors of the Interaction of Thyroid Hormone Receptor and Steroid Receptor Coregulator 2; Thyroid hormone receptor beta (Homo sapiens), P10828; AID 1469, 2008; Potency, µM (doses to about 106 µM), inactives show at the highest dose activity change, negative = inhibition, actives largely listed as inhibitors; TRbeta-SRC2 peptide binding, fluorescence polarization; receptor liganded with 1 µM T3; hit rate 0.065% among 280,000;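 also: plate controls were bound peptide for no effect and peptide without receptor for full effect; nearly all actives have a fitted effect of over 50% in size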
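Compounds were added to 0.6 uM TRb ligand-binding domain and 20 nM Texas Red-labeled SRC2 peptide in Tris buffer containing 1 uM T3, incubated 5 hr at ambient temperature, then read by fluorescence polarization.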
GAA glycogen mod = qHTS Assay for Inhibitors and Activators of Human alpha-Glucosidase Cleavage of Glycogen. Potency, µM (doses to about 76.4 µM), inactives show at the highest dose activity change, negative = inhibition, actives largely listed as inhibitors. Lysosomal alpha-glucosidase (Homo sapiens), P10253. hit rate 0.38% among 300,000. recombinant GAA, glycogen substrate, Amplex Red glucose oxidase fluorescence;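 also: 0% = full enzyme reaction and -100% = no-enzyme basal signal; the screen sought inhibitors and activators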
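Recombinant enzyme (4 nM final) with compounds titrated up to 77 uM and bovine liver glycogen (30 ug) in citrate pH 5.0, 0.01% Tween-20, 37 C 40 min. Released glucose detected by Amplex Red/glucose oxidase (Ex 573/Em 610); AC50 from Hill fits.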
GoLoco inh red = qHTS Assay for Inhibitors of RGS12 GoLoco Motif Activity (Red Fluorophore). Guanine nucleotide-binding protein G(i) subunit alpha-1 (Homo sapiens), P63096. Potency, µM (top dose mostly 61.6 µM), for the others: at the highest dose activity, negative = inhibition, most hits filed as inhibitors. Gai1:RGS12 GoLoco peptide FP, rhodamine, 10 min. hit rate 0.44% among 230,000; active = well fitted inhibition curve with a large enough effect, not every such curve was filed as active; inactive = no such curve, though single readings can be large or run the other way; also: nearly all actives have a fitted effect of over 30% in size; many of its hits are not listed in these tables
TexasRed fluor = Total Fluorescence Counterscreen for Inhibitors of the Interaction of Thyroid Hormone Receptor and Steroid Receptor Coregulator 2; TRb/SRC2 Texas Red total fluorescence interference; Potency, µM (top dose mostly 106 µM), for inactives: at the highest dose fluorescence change, negative = quenching; hit rate 0.29% among 280,000; AID 1479, 2009; active = well fitted curve in either direction with a large enough effect; inconclusive = small, poorly fitted or top-dose-only effect
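Human TRβ ligand-binding domain (0.6 uM) and Texas Red SRC2 peptide (20 nM) in Tris buffer with 1 uM T3 and 5% DMSO were incubated with pinned compound for 5 hr at ambient temperature. Total fluorescence was computed as S + 2P (555/632 nm).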
GAA spleen mod = qHTS Assay for Inhibitors and Activators of Human alpha-Glucosidase From Spleen Homogenate. Lysosomal alpha-glucosidase (Homo sapiens), P10253. human spleen homogenate, 4-MU-alpha-glucoside fluorescence. Potency, µM (top dose mostly 79.9 µM), inactives show top-dose activity change, negative = inhibition, most hits filed as inhibitors. hit rate 0.006% among 240,000. AID 2112, 2009;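 also: 0% = enzyme with vehicle and -100% = no enzyme basal signal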
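AC50 values come from Hill-equation fits of concentration-response data, normalized to no-enzyme and full-activity controls. Enzyme source: 1 ug human spleen homogenate; 1 mM fluorogenic 4-MU glucoside, pH 5.0 citrate buffer, 37 C, 40 min.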
RECQ1 helicase = qHTS Assay for Inhibitors of RecQ-Like Dna Helicase 1 (RECQ1); Potency, µM (titrated, usually from 57.3 µM), without a hit: top-dose activity, negative = inhibition, actives largely listed as inhibitors; ATP-dependent DNA helicase Q1 (Homo sapiens), P46063; RECQ1 DNA unwinding, red fluorescence kinetic read; hit rate 0.54% among 240,000;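 also: plate controls were vehicle for no effect and no enzyme for full effect; nearly all actives have a fitted effect of over 30% in size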
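50 nM RECQ1T1 preincubated 15 min with compound in Tris pH 8.0 buffer with MgCl2, DTT, Tween-20 and 2.5 ug/ml poly(dI-dC); started with 200 nM TAMRA/BHQ-2 forked duplex and 2 mM ATP. Unwinding read as fluorescence (525/598 nm), two reads 2 h apart.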
* hit, by the source's call; i = inactive; ? = inconclusive; . = no result given; & = joins results of further samples; [ ] = remark or other dose. Unless noted, calls follow the shape of the dose curve; as a rule, active = well fitted curve in the direction sought with a large enough effect; inconclusive = small, poorly fitted or top-dose-only effect, or another doubt; inactive = no such curve, though single readings can be large; an effect the other way counts as inactive or inconclusive. Unless noted, % is scaled to controls: 0 for no effect and ±100 for the full control effect; potency is read from the fitted curve at half-maximal effect. Some of the compounds tested; the hit share may differ from the screen's.

SMILES	GAA inh	L3MBTL1 inh	TRb-SRC2 inh	GAA glycogen mod	GoLoco inh red	TexasRed fluor	GAA spleen mod	RECQ1 helicase
COC(=O)Nc1nnc(CCc2ccccc2)s1	5%	2%	1%	-3%	-6%	0%	-4%	i
Cc1ccc(C)c(N2CCN(C(=O)CN(C)S(=O)(=O)c3cnc[nH]3)CC2)c1	-6%	35%[activator]	-13%	6%	-5%	1%	-9%	0%
CCOC(=O)c1ccccc1Cc1nc2ccccc2c(=O)[nH]1	0%	10%	-3%	3%	5%	-2%	3%	-9%
CCn1c(NC(=O)c2ccc(C)cc2)c2ccccc2nc1=O	12%	?	1%	-4%	-3%	0%	-3%	-5%
Cc1ccc(C2CC(=O)N(c3ccc(F)cc3)C3=C2C(=O)CCC3)cc1 (centres undefined)	?	45%[activator]	-18%	0%	-4%	3%	-8%	-8%
CC(C)(CNS(C)(=O)=O)SCc1ccc(Cl)cc1	-4%	9%	0%	3%	6%	-1%	3%	-4%
COC(=O)c1ccc(NC(=O)CSCc2ccccc2)cc1	?	.	0%	-12%	-8%	-1%	6%	-7%
Cc1cc(C)c(C(N)=O)c(NCCc2ccccc2)n1	-1%	18%	2%	-5%	2%	-2%	3%	0%
CCCCCCn1c(N2CCC(C(N)=O)CC2)nc2c1c(=O)n(C)c(=O)n2C	-3%	9%	0%	-4%	-4%	2%	0%	i
COc1ccc(S(=O)(=O)N(CC(=O)N2CCOCC2)Cc2ccccc2)cc1C	-1%	.	-2%	-7%	-8%	3%	-1%	i
CCCS(=O)(=O)N1CCN(Cc2ccccc2[N+](=O)[O-])CC1	6%	-3%	-2%	12%	15%	-2%	-2%	22%
Cc1ccc(-n2c(SCC(=O)NCc3ccco3)nc3c(sc4ccccc43)c2=O)cc1	-1%	-9%	-1%	-1%	6%	-3%	-2%	0%
CCn1c(SCc2nc(-c3ccc(Cl)cc3)no2)nnc1-c1ccco1	-1%	2%	1%	2%	13%	3%	4%	-11%
O=C(CSc1nnc(COc2cccc3ccccc23)o1)N1c2ccccc2CCc2ccccc21	2%	.	5%	-6%	5%	0%	4%	-3%
COc1ccc(-n2c(=S)[nH]c3cc(C(=O)NCCCN4CCOCC4)ccc3c2=O)c(OC)c1	-3%	-14%	2%	-3%	9%	-3%	.	-10%
COc1ccc(-c2oc3cc(OC)c(OC(C)=O)c(OC)c3c(=O)c2OC)cc1OC(C)=O	.	.	-2%	.	1%	-4%	-6%	-3%
O=C(N/N=C/C(Br)=C\c1ccccc1)c1cccs1	.	-3%	-5%	1%	7%	-1%	7%	4%
COc1ccc(CNCC(O)(c2ccccc2)c2ccc(Cl)cc2)cc1 (centres undefined)	-12%	11%	-5%	4%	-16%	-1%	-11%	-14%
COc1ccc(C2CC(c3cccc(Cl)c3)n3nc(N)nc3N2)cc1 (centres undefined)	0%	-3%	9%	-9%	16%	2%	-3%	i
COC(=O)c1ccc(-c2noc(CN(Cc3ccncc3)CC3CCCO3)n2)cc1 (centres undefined)	8%	-8%	-1%	-15%	5%	-1%	-4%	-6%
COCC1CCN(c2nc3nonc3nc2N2CCSCC2)C1 (centres undefined)	-5%	13%	3%	8%	9%	5%	-1%	-1%
COc1ccc2[nH]c(C(=O)Nc3cccc(C)n3)cc2c1	1%[15.4 µM]	-1%	-4%	7%	2%	-1%	-1%	14%
COC(=O)c1ccc2nc(NC(=O)C(C)(C)C)sc2c1	5%	.	-4%	6%	-2%	-2%	-4%	i
O=C(NNC(=O)c1cc2cc(OC(F)(F)F)ccc2[nH]1)c1cccc(C(F)(F)F)c1	.	7%	0%	-6%	3%	-8%	-7%	-5%
COc1ccc(NC(=O)c2cc(S(=O)(=O)N3CCS(=O)(=O)CC3)ccc2Cl)cc1	-7%	10%	7%	-2%	1%	0%	-8%	-1%
OC1CCCN(CC(O)COC(c2ccccc2)c2ccccc2)C1 (centres undefined)	.	.	1%	5%	-1%	1%	4%	-5%
COC(=O)CN(c1nc(C)c(Br)c(OC)n1)S(=O)(=O)c1ccc(C)cc1	-10%	20%[11.4 µM]	3%	-6%	2%	1%	-4%	-5%
CN(C(=O)c1cccc(COc2ccc(Cl)cc2Cl)c1)c1ccccc1	3%	47%[activator]	-2%	-2%	1%	-1%	-3%	2%
Cn1c(=O)c2c(nc(CN3CCN(C(=O)c4ccco4)CC3)n2CCc2ccccc2)n(C)c1=O	10%	-3%	-12%	7%	7%	2%	-2%	-8%
CCC(=O)c1ccc(/C=C/c2nc3ccccc3n2C)o1	?	.	-4%	14%	22%	-3%	11%	-16%
O=C(O)c1cc(-c2ccccc2)n(-c2ccc(Cl)cc2)n1	-5%	15%	0%	-10%	10%	0%	.	-4%
Cc1ccc(C(=O)OCc2nc(N)nc(Nc3ccccc3C)n2)cc1	-2%	-3%	0%	9%	-25%	1%	-10%	i
COC(=O)c1ccccc1NC(=O)c1sc(=S)n(C)c1N	-4%	-9%	-5%	-1%	-3%	-5%	-3%	9%
CCc1cccc(CC)c1NC(=O)COC(=O)c1cccc(S(=O)(=O)N2CCc3ccccc3C2)c1	-5%	10%	10%	-5%	1%	1%	-14%	i
COc1ccc(/C=N/NC(=O)Cn2cnc3ccccc3c2=O)cc1	6%	-2%	0%	8%	17%	-1%	-3%	-2%
COc1ccc(O[C@H]2C=C[C@@H](c3ccccc3)O[C@H]2COC(=O)CC/C(C)=N\O[C@@H](C)c2cn([C@H]3COC[C@H]3O)nn2)cc1	.	.	1%[11.2 µM]	.	.	-25%[11.2 µM]	2%[17.4 µM]	i[11.5 µM]
O=C(NCc1ccccn1)Nc1ccc2c(c1)OCO2	-7%	-5%	5%	5%	-3%	-8%	-10%	-7%
CC(=O)Nc1ccc2c(c1)c1ccccc1n2C(C)=O	5%	7%	2%	7%	-1%	0%	-6%	1%
Cc1cc2c(cc1S(=O)(=O)CCC(=O)NCCc1ccccc1)OCC(=O)N2	.	-3%	2%	-18%&-10%[76.3 µM]	.	-7%	.	.
COc1ccc(CNS(=O)(=O)c2ccc(S(=O)(=O)N3CCCCC3)cc2)cc1	14%	0%	3%	-2%	-5%	-3%	-10%	0%
C=C1CCN(C(CC(C)C)C(=O)N2CCOCC2)S(=O)(=O)c2ccccc21 (centres undefined)	.	.	1%	.	.	-2%	-4%	i
Cc1cc2ccccn2c1C(=O)c1ccncc1	-5%	-9%	-3%	-7%	6%	1%	2%	-12%
O=C1OC(Nc2cc(Br)cc3cccnc23)c2ccccc21 (centres undefined)	8%	-1%	1%	-7%	-1%	4%	-6%	i
Cc1ccc(Nc2nc(CSc3nnc(-c4ccncc4)n3C)cs2)cc1	7%	-5%	1%	-23%	.	-2%	-2%	0%
Cc1ccc(C(c2sc3nc(C)nn3c2O)N2CCN(c3ccccc3)CC2)cc1 (centres undefined)	-14%	2%	-2%	2%	-2%	-2%	1%	1%

Nine entries already listed, arranged by molecular weight, highest first.
SMILES	GAA inh	L3MBTL1 inh	TRb-SRC2 inh	GAA glycogen mod	GoLoco inh red	TexasRed fluor	GAA spleen mod	RECQ1 helicase
COc1ccc(CNS(=O)(=O)c2ccc(S(=O)(=O)N3CCCCC3)cc2)cc1	14%	0%	3%	-2%	-5%	-3%	-10%	0%
Cc1ccc(C(c2sc3nc(C)nn3c2O)N2CCN(c3ccccc3)CC2)cc1 (centres undefined)	-14%	2%	-2%	2%	-2%	-2%	1%	1%
Cc1ccc(Nc2nc(CSc3nnc(-c4ccncc4)n3C)cs2)cc1	7%	-5%	1%	-23%	.	-2%	-2%	0%
C=C1CCN(C(CC(C)C)C(=O)N2CCOCC2)S(=O)(=O)c2ccccc21 (centres undefined)	.	.	1%	.	.	-2%	-4%	i
COc1ccc(/C=N/NC(=O)Cn2cnc3ccccc3c2=O)cc1	6%	-2%	0%	8%	17%	-1%	-3%	-2%
COC(=O)c1ccccc1NC(=O)c1sc(=S)n(C)c1N	-4%	-9%	-5%	-1%	-3%	-5%	-3%	9%
O=C(O)c1cc(-c2ccccc2)n(-c2ccc(Cl)cc2)n1	-5%	15%	0%	-10%	10%	0%	.	-4%
CC(=O)Nc1ccc2c(c1)c1ccccc1n2C(C)=O	5%	7%	2%	7%	-1%	0%	-6%	1%
Cc1cc2ccccn2c1C(=O)c1ccncc1	-5%	-9%	-3%	-7%	6%	1%	2%	-12%
